# Bioassay records deposited in PubChem BioAssay by National Center for Advancing Translational Sciences (NCATS).
# Chronic BCR inh – blocks chronic active B-cell receptor signaling; Potency, µM (doses to about 46.1 µM), inactives show at the highest dose ratio change, negative = lower green/red ratio, actives largely listed as inhibitors; 340,000 compounds, 0.05% hits; ABC-DLBCL IkBa-CBG/CBR reporter, luminescence ratio, 4 h; AID 493014; active = well fitted inhibition curve with a large enough effect in the signal ratio, with a control signal flat, not every such curve was filed as active; inconclusive = small, poorly fitted or top-dose-only effect, or effect the other way, or a change in a side signal; the % refers to the signal ratio;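 also: potency is read from the fitted curve at half-maximal effect; plate controls were basal doxycycline-induced cells for no effect and cells given 10 µM MG132 for full effect; MG132 reads +100%, hits lower the ratio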
#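 Cell line TMD8 (human ABC DLBCL), stably expressing tet-inducible CBG68-IkBa fusion and CBR; IMDM/0.5% FBS; cpd up to 46 uM; dox induction, 4 h, 37C/5% CO2; dual luminescence; green/red ratio; MG132 control.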
# ASM inhibitor – inhibitors of human secretory acid sphingomyelinase | 340,000 compounds, 0.006% hits | placental ASM, HMU-PC fluorogenic substrate, 60 min | Potency, µM (doses to about 57.5 µM), without a hit: top-dose activity change, negative = inhibition, usual class: inhibitors | AID 504937 | P17405; also: potency is read from the fitted curve at half-maximal effect
#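 Human placenta-derived ASM enzyme was preincubated with compound for 10 minutes at room temperature, then given fluorogenic substrate HMU-PC0 (9 uM final) for 60 minutes at 37 °C; a pH 10 stop preceded fluorescence reading at Ex 386/Em 447 nm.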
# PTAP TSG101 blk – blocks PTAP/TSG101 interaction to inhibit HIV-1 budding | Q99816 | Fluorescence polarization, FITC-PTAP peptide / Tsg101 binding | Potency, µM (doses to about 115 µM), without a hit: top-dose activity change, negative = inhibition, hits mostly inhibitors | 340,000 tested, under 10 active; active = well fitted inhibition curve with a large enough effect in the main read-out, with a control signal flat, not every such curve was filed as active; inconclusive = small, poorly fitted or top-dose-only effect, or effect the other way, or a change in a side signal; inactive = no such curve, though single readings can be large or run the other way; also: potency is read from the fitted curve at half-maximal effect; % of control where 0% means no effect
#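 FP read-out: FITC-PTAP peptide, 50 nM final, binding Tsg101 binding domain, 10 uM final; 20 min, r.t.; 10 mM HEPES pH 7.5, 0.15 M NaCl, 0.01% Tween 20, 3 mM EDTA, 0.1 mM TCEP.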
# PKM2 activator – activators of human pyruvate kinase M2; P14618; Potency, µM (top dose mostly 57.5 µM), inactives show at the highest dose activation, most hits filed as activators; 260,000 compounds, 0.34% hits; purified PKM2, Kinase-Glo ATP luminescence, activation; response scale: 0% is enzyme alone, no compound; also: potency is read from the fitted curve at half-maximal effect; % is scaled to controls: 0 for no effect and ±100 for the full control effect; nearly all actives have a fitted effect of over 55% in size
#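 ATP formation by purified human PK-M2, quantified via coupled luciferase luminescence after 1 h at room temperature with 0.1 mM ADP and 0.5 mM PEP final.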
# Menin MLL FP TR – menin-MLL binding inhibition, Texas Red mutant peptide | O00255 | Menin + Texas Red MLL mutant peptide, fluorescence polarization | Potency, µM (titrated, usually from 61.6 µM), for inactives: at the top dose FP activity change, negative = inhibition, most hits filed as inhibitors | 270,000 compounds, 0.23% hits | AID 1768; active = well fitted inhibition curve with a large enough effect in the polarisation, with a control signal flat, not every such curve was filed as active; inconclusive = small, poorly fitted or top-dose-only effect, or effect the other way, or a change in a side signal; inactive = no such curve, though single readings can be large or run the other way; the % refers to the polarisation; also: potency is read from the fitted curve at half-maximal effect; % of control where 0% means no effect; many of its hits are not listed in these tables
# Giardia kill – Giardia lamblia killing. Giardia lamblia trophozoite viability. activity change, % at 7.66 µM, hits read low. 340,000 compounds, 0.15% hits; in the data active = activity change below about -80%; inconclusive = between about -30% and that limit;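 also: parasites exposed to compound for two days anaerobically before the ATP read; % is scaled to controls: 0 for no effect and ±100 for the full control effect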
#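 Killing of trophozoites was scored by loss of ATP luminescence after a 48 hrs anaerobic exposure to compounds at 37 deg C, using 100 cells per well.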
# B2AR arrestin – agonists driving beta-arrestin recruitment to human beta2-adrenergic receptor | P07550 | beta-arrestin recruitment to beta2AR, cell-based reporter | Potency, µM (series often up to 46.1 µM), inactives show at the highest dose activation, most hits filed as activators | 330,000 compounds, 0.02% hits | AID 492947;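 also: potency is read from the fitted curve at half-maximal effect; 0% = DMSO controls and full agonism = EC100 isoproterenol or metaproterenol; nearly all actives have a fitted effect of over 65% in size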
# Target sequence (P07550 whole entry, looked up): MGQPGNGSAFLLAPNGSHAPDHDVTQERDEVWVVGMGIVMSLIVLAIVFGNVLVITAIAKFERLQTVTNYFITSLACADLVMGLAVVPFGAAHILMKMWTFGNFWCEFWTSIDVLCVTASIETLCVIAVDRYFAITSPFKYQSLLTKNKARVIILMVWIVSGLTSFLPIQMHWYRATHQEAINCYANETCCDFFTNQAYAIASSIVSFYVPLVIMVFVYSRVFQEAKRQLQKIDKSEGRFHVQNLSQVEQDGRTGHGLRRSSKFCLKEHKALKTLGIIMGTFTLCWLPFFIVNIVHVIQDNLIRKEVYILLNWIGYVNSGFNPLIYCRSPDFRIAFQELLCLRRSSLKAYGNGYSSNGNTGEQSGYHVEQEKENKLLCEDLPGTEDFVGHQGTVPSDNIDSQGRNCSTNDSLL
# Tb PFK block – blocks T. brucei phosphofructokinase; O15648; 330,000 compounds, 0.17% hits; T. brucei PFK, ADP-Glo luminescence; AID 485367; Potency, µM (highest dose often 57.5 µM), for the others: top-dose activity, negative = inhibition, usual class: inhibitors;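 also: potency is read from the fitted curve at half-maximal effect; 0% = uninhibited 1x PFK enzyme wells and -100% = no-enzyme wells; nearly all actives have a fitted effect of over 60% in size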
# Target sequence (O15648 whole entry, looked up): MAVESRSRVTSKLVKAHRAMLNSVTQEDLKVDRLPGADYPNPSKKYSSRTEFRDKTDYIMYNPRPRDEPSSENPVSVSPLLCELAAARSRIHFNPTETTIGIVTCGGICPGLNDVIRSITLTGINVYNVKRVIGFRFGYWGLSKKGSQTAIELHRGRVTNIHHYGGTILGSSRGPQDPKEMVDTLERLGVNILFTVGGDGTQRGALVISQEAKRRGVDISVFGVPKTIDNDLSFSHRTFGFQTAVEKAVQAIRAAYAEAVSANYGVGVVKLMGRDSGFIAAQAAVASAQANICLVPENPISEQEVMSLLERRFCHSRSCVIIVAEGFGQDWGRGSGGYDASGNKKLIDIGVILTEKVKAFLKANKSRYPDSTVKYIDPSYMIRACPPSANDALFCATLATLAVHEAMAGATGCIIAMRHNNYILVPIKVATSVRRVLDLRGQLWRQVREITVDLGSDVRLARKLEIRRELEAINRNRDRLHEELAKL
#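 Activity is normalized to no-enzyme wells (full inhibition) and 1.25 nM enzyme wells (no inhibition). Reaction: 0.5 mM F6P, 0.1 mM ATP, 45 min RT, ADP-Glo luminescence; concentration-response curves fitted and classed by quality.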
# FBPA coupling cs – coupling enzyme interference in Giardia aldolase counter-screen | coupling enzyme system counterscreen, AmpLite Red fluorescence | activity change, negative = inhibition, % at 58.2 µM, hits read low | 290,000 compounds, 0.67% hits; in the data active = activity change below about -30%; also: % is scaled to controls: 0 for no effect and ±100 for the full control effect
#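 Counterscreen of the coupled detection system alone, without aldolase: glyceraldehyde-3-phosphate coupling enzymes plus AmpLite Red readout. Compounds at 57.5 uM final, 10 min RT preincubation, 20 min RT reaction, fluorescence 525/598 nm.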
# a7 integrin act – activators of alpha7 integrin expression for muscular dystrophy; alpha7betagal myoblasts, beta-gal FDG fluorescence, 48 h; Potency, µM (doses to about 38.3 µM), inactives show at the highest dose activation, most hits filed as activators; 350,000 compounds, 0.064% hits;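 also: potency is read from the fitted curve at half-maximal effect; 100% = response of the positive control SU9516; nearly all actives have a fitted effect of over 60% in size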
#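 Alpha7betagal+/- myoblasts (passage 13) were plated 16-24 hr, then exposed to compounds (1:260 dilution of DMSO stock) for 48 hours at 37C. After MPER lysis, β-galactosidase reporter activity was read as FDG fluorescence (ex 480/em 540) after 30 minutes.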
# GALK inh – galactokinase (human) inhibition; 270,000 compounds, 0.007% hits; Potency, µM (titrated, usually from 57.5 µM), for inactives: top-dose activity change, negative = inhibition, hits mostly inhibitors; Purified GALK, Kinase-Glo residual ATP luminescence; AID 1868; P51570; also: potency is read from the fitted curve at half-maximal effect; % is scaled to controls: 0 for no effect and ±100 for the full control effect
#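 Quantitative HTS: GALK 5 nM, ATP 35 uM, galactose 100 uM, 1 h room temperature, then luciferase-based ATP detection.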
# Numbers without * were called inactive; ? = inconclusive; . = no result given; [ ] = another dose, or the depositor's remark. Unless noted, calls follow the shape of the dose curve; as a rule, active = well fitted curve in the direction sought with a large enough effect; inconclusive = small, poorly fitted or top-dose-only effect, or another doubt; inactive = no such curve, though single readings can be large; an effect the other way counts as inactive or inconclusive.
SMILES,Chronic BCR inh,ASM inhibitor,PTAP TSG101 blk,PKM2 activator,Menin MLL FP TR,Giardia kill,B2AR arrestin,Tb PFK block,FBPA coupling cs,a7 integrin act,GALK inh
Cc1ccc(NCc2nnc(SCC(=O)N3CCc4ccccc43)n2C)cc1,3.1%,-1.6%,-0.7%,-1.7%,-6.6%,10.6,0.3%,0.5%,3.0,0.2%,5.3%
CCN(c1ccccc1)S(=O)(=O)c1ccc2[nH]c(=O)[nH]c2c1,12.8%,-1.9%,-3.4%,0.7%,19.9%,-17.5,-0.4%,-2.6%,-1.3,-6.2%,-0.1%
COc1ccc(OC)c(C2=NOC(C(=O)Nc3ccccc3SC)C2)c1 (centres undefined),19.9%,1.2%,-4.3%,6.4%,5.2%,7.7,-0.3%,-0.3%,-2.9,-7.2%,0.8%
O=C(Nc1ccc(Br)cc1)c1cccc(S(=O)(=O)Nc2cnc3ccccc3c2)c1,?,?,-2.4%,9.1%,?,49.5[activator],-1.5%,-0.6%,7.0,-2.9%,.
Cc1ccc(/C=C2\C(=O)Nc3ccccc32)o1,-0.3%,?,-0.4%,-10.0%,?,-20.7,-0.7%,-22.2%,-6.9,0.6%,-1.1%
COc1cccc(CN2CCNC(=O)C2CC(=O)N(C)Cc2nc(C)cs2)c1OC (centres undefined),-4.9%,0.6%,1.0%,.,.,-24.8,0.0%,1.8%,.,11.2%,-3.0%
COc1ccc(CNCc2cccn2C)cc1,-0.2%,0.7%,0.8%,2.2%,4.0%,9.3,-0.8%,0.0%,2.3,1.4%,-4.0%
Cc1cc(C)cc(NC(=O)CCN2CCOCC2)c1,-4.7%,-0.6%,-6.0%,2.8%,7.2%,1.7,0.5%,0.0%,2.0,-4.3%,-0.1%
COc1ccc(CCNC(=O)CCCC(=O)n2nc(C)c3ccccc32)cc1OC,8.0%,-0.2%,-4.9%,2.2%,-0.7%,-4.2,3.5%,2.6%,0.1,0.0%,6.6%
COc1ccc(-c2nn(-c3ccccc3C)cc2CNCCc2cnc[nH]2)cc1F,?,2.1%,-5.5%,0.9%,-11.3%,6.6,-0.2%,3.6%,-1.9,-59.5%[inhibitor],-3.3%
Nc1nnc(SCc2nc3scc(-c4ccccc4)c3c(=O)[nH]2)s1,2.8%,7.0%,?,3.9%,.,-18.0,0.3%,3.5%,-1.5,23.5%,-1.2%
CCn1nc(NS(=O)(=O)c2ccc([N+](=O)[O-])cc2)c2cc3ccc(C)cc3nc21,4.5%,-1.0%,5.1%,5.7%,?,-0.3,-0.4%,6.0%,17.0,?,11.0%
CCn1cc(CN2CCc3c([nH]c4ccccc34)C2c2cccc(OC)c2OC)c(C)n1 (centres undefined),?,28.6%,-1.5%,13.7%,-2.6%,-2.3,2.4%,-5.8%,-14.9,-41.2%,2.4%
Cc1ccc(NC(=O)Cn2ncc3c([nH]c4ccccc43)c2=O)cc1Cl,-1.3%,-0.6%,-0.5%,.,?,?,0.0%,2.7%,0.3,20.0%,-2.0%
Cc1ccc(S(=O)(=O)N(C)Cc2ccc(C(=O)N/N=C/c3ccc(OC(F)F)cc3OC(F)F)cc2)cc1,0.1%,-3.4%,-4.3%,-4.1%,-16.9%,-2.6,-1.0%,-7.2%,-0.3,17.9%,.

# Whole records, quoted from the list.
# `CCn1cc(CN2CCc3c([nH]c4ccccc34)C2c2cccc(OC)c2OC)c(C)n1` (centres undefined) across the screens: Chronic BCR inh: ?; ASM inhibitor: 28.6%; PTAP TSG101 blk: -1.5%; PKM2 activator: 13.7%; Menin MLL FP TR: -2.6%; Giardia kill: -2.3; B2AR arrestin: 2.4%; Tb PFK block: -5.8%; FBPA coupling cs: -14.9; a7 integrin act: -41.2%; GALK inh: 2.4%
# `Nc1nnc(SCc2nc3scc(-c4ccccc4)c3c(=O)[nH]2)s1` across the screens: Chronic BCR inh: 2.8%; ASM inhibitor: 7.0%; PTAP TSG101 blk: ?; PKM2 activator: 3.9%; Menin MLL FP TR: .; Giardia kill: -18.0; B2AR arrestin: 0.3%; Tb PFK block: 3.5%; FBPA coupling cs: -1.5; a7 integrin act: 23.5%; GALK inh: -1.2%

# Further results follow:
SMILES,Chronic BCR inh,ASM inhibitor,PTAP TSG101 blk,PKM2 activator,Menin MLL FP TR,Giardia kill,B2AR arrestin,Tb PFK block,FBPA coupling cs,a7 integrin act,GALK inh
Cc1csc(SCC(=O)NCc2ccccc2)n1,?,2.1%,-4.4%,2.6%,-4.2%,5.8,0.1%,19.6%,-2.0,5.0%,3.3%
CC(C)c1cc(C(=O)N2CCN(C(c3ccccc3)c3ccccc3)CC2)no1,-1.0%,-4.6%,-2.1%,-3.3%,?,-9.5,7.9%,0.1%,0.2,-14.3%,.
O=c1c2ccccc2nc2n1C(CSCc1ccc(Cl)cc1Cl)CS2 (centres undefined),4.5%,-5.6%,2.7%,1.4%,-23.7%,-8.4,-0.6%,-0.8%,-6.6,-58.0%[inhibitor],-1.6%
CC(Sc1ccc2nnc(-c3ccc(F)cc3)n2n1)C(=O)O (centres undefined),1.8%,7.8%,-0.1%,3.5%,-15.0%,16.3,-0.1%,1.2%,2.0,8.3%,-2.2%
CCOc1ccccc1NC(=O)Nc1c(C)n(-c2ccccc2)c(=O)n1C,-1.3%,-2.5%,-4.1%,-7.3%,-21.4%,-15.8,-0.1%,-0.1%,-0.9,10.9%,-0.3%
NC(=O)CC(NC(=O)Cc1cccc2ccccc12)c1ccc(NCCc2ccccc2F)c([N+](=O)[O-])c1 (centres undefined),?,-3.5%,7.1%,?,.,2.5,-0.1%,1.5%,3.0,14.9%,-2.1%
COc1ccc(C(c2nnnn2Cc2ccc(F)cc2)N2CCN(c3ccccc3)CC2)cc1 (centres undefined),1.7%,-6.5%,-7.0%,-2.6%,5.7%,16.7,-0.3%,2.4%,0.1,4.4%,4.6%
CCC(C)(C)NC(=O)C(c1ccccn1)N(C(=O)c1csnn1)C1CCCCC1 (centres undefined),11.1%,-1.3%,-1.4%,9.2%,?,3.1,-1.2%,1.4%,3.6,7.2%,-0.6%
CC(C)c1ccc(-c2nn(-c3ccccc3)cc2C2C(C#N)=C(N)OC3=C2C(=O)CC(C)(C)C3)cc1 (centres undefined),2.1%,-8.3%,-4.9%,2.8%,?,5.8,0.2%,-0.6%,-3.2,-56.3%[inhibitor],-2.3%
CCCC(=O)NC(C)c1nc2ccccc2n1CC (centres undefined),3.2%,2.4%,-3.9%,3.0%,-22.6%,-4.8,-0.1%,-0.4%,-0.1,-15.1%,1.8%
CCOc1cc2c3c(c1)C1(OCCO1)C(=O)N3C(C)(C)CC2C (centres undefined),?,-0.4%,-3.8%,-11.3%,0.4%,-6.6,-1.6%,-10.5%,0.9,-14.6%,-1.8%
Cc1ccnc(NC(=O)CSc2cc(=O)n(C)c3ccccc23)c1,?,-0.7%,-6.0%,-5.4%,2.2%,9.8,0.1%,0.5%,-5.0,6.6%,-0.9%
CCOC(=O)c1ccc(N2CC(O)=C(c3nc4ccccc4c(=O)[nH]3)C2=N)cc1,8.2%,63.3%[activator],-4.5%,5.9%,17.9%,2.4,-0.3%,2.6%,3.8,-7.0%,-1.8%
COc1ccc(N2CC(C(=O)OCC(=O)c3cccc(OC)c3)CC2=O)cc1 (centres undefined),-2.5%,-0.2%,-6.1%,-6.0%,-20.9%,4.4,0.1%,-3.6%,2.9,-9.0%,7.5%
O=C(NCc1cccnc1)c1cc(Sc2ccc(F)cc2F)nc2ccccc12,2.0%,-2.4%,-4.7%,2.6%,-0.9%,-8.7,-0.5%,6.2%,1.6,-35.2%,0.3%
NC(=O)c1ccccc1OCC(=O)Nc1ccc2c(c1)OCCO2,-15.5%,6.8%,-1.9%,.,.,-0.3,-0.1%,-18.4%,.,12.6%,.
C=CCC1(O)CC(c2ccco2)NC(c2ccco2)C1CCC (centres undefined),?,4.4%,-7.1%,-0.3%,-12.8%,4.3,-0.2%,-2.2%,-0.8,7.0%,0.8%
COc1ccc(C(=O)NCC(=O)OCC(=O)Nc2ncc(Cl)cc2Cl)cc1[N+](=O)[O-],?,-0.8%,-1.6%,.,.,-2.4,0.0%,-0.1%,.,0.0%,.
Cc1ccc(C(=O)N=c2sccn2C)o1,0.4%,1.3%,0.7%,3.0%,.,10.0,0.2%,-1.2%,.,?,-3.6%

# The list is partial, so the mix of outcomes need not match the whole.
